NTMT1 inhibitor: inhibitors of human N-terminal methyltransferase NTMT1. NTMT1 MTase-Glo SAH luminescence, purified enzyme. AID 1645870. Q9BV86. Potency, µM (series often up to 114 µM), for inactives: top-dose activity change, negative = inhibition, most hits filed as inhibitors. 59,000 compounds, 2.5% hits;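 further: potency means the concentration at half of the fitted maximal effect; plate controls were DMSO vehicle for no effect and no enzyme for full effect; nearly all actives have a fitted effect of over 65% in size; many of its hits are not listed in these tables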
Target sequence (Q9BV86 whole entry, looked up): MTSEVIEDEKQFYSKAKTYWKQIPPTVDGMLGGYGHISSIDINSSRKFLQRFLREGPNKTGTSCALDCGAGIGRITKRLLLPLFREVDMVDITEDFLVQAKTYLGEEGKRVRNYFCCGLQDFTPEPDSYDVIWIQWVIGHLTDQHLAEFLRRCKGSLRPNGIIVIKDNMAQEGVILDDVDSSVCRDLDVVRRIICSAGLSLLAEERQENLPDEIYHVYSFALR
p53null 39C tox: selectivity test: cytotoxicity in p53 null cells, nonpermissive temperature | 55,000 compounds, 0.97% hits | H1299 p53-null (neo) cells, 39C, ATPlite viability, 24 h | Potency, µM (series often up to 46.1 µM), for the others: at the highest dose activity, negative = cell killing, hits mostly cytotoxic | AID 904;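 further: potency means the concentration at half of the fitted maximal effect; 0% = DMSO only and -100% = full killing by 100 µM tamoxifen; nearly all actives have a fitted effect of over 50% in size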
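H1299 lung cancer cells, p53-null (H1299-neo) or expressing p53 A138V (H1299-p53A138V), were plated overnight at 37C, then exposed to compounds at up to 46 uM for 24 hr at 39C. Viability was read by ATP-based luminescence.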
p53null 32C tox: p53 null cell cytotoxicity, permissive temperature; AID 903; 55,000 compounds, 0.62% hits; H1299-neo p53 null cells, ATP luminescence, 24 h, 32C; Potency, µM (top dose mostly 46.1 µM), for inactives: at the highest dose activity change, negative = cytotoxicity, usual class: cytotoxic;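 further: potency means the concentration at half of the fitted maximal effect; 0% = DMSO only and -100% = full killing by 100 µM tamoxifen; nearly all actives have a fitted effect of over 55% in size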
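AC50 values derive from Hill modelling of qHTS concentration-response data (up to 46 uM) in H1299-neo cells. Cells were treated 24 h at 32C following overnight attachment at 37C; viability was read as cellular ATP.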
GALK inh: inhibits human galactokinase; P51570; recombinant GALK, Kinase-Glo ATP luminescence, 1 h; Potency, µM (titrated, usually from 57.5 µM), for the others: at the top dose activity, negative = inhibition, actives largely listed as inhibitors; 44,000 tested, under 10 active;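 further: plate controls were full GALK reaction for no effect and reaction lacking GALK for full effect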
Target sequence (P51570 whole entry, looked up): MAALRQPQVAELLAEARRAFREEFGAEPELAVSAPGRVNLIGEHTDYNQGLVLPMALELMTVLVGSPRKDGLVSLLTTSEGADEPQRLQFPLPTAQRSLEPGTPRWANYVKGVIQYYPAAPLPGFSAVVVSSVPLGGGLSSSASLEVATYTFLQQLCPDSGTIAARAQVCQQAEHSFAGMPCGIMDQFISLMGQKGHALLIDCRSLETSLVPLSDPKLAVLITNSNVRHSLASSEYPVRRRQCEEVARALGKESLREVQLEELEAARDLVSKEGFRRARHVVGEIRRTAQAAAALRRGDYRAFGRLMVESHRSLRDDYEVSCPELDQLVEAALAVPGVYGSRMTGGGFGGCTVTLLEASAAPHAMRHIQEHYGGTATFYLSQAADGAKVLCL
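5 nM GALK; 35 uM ATP; 100 uM D-galactose; 20 mM HEPES pH 8.0, 5 mM MgCl2, 60 mM NaCl, 1 mM DTT, 0.01% BSA; 1 h RT; Kinase-Glo Plus luminescence.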
FH mod: Identification of activators of human fumarate hydratase by quantitative high-throughput screening | Potency, µM (top dose mostly 79.9 µM), for inactives: top-dose activity change, negative = inhibition, usual class: inhibitors | FH coupled MDH/diaphorase resazurin fluorescence, 15 min | 54,000 compounds, 0.22% hits | Fumarate hydratase, mitochondrial (Homo sapiens), P07954; further: potency means the concentration at half of the fitted maximal effect; on the % scale 0 is the no-effect control and ±100 the full control effect; the screen sought activators but most active calls are inhibition curves; nearly all actives have a fitted effect of over 45% in size
B2AR arrestin ag: beta-arrestin recruitment by human beta2-adrenergic receptor ligands; P07550; HTLA Tango cells, beta-arrestin recruitment, luciferase luminescence, 18 h; Potency, µM (top dose mostly 46.1 µM), without a hit: top-dose activation, most hits filed as activators; 44,000 tested, under 10 active; AID 1347077;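 further: potency means the concentration at half of the fitted maximal effect; 0% = DMSO and full agonism = EC100 isoproterenol or metaproterenol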
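Tango cells expressing recombinant beta2-AR and beta-arrestin were treated with compounds (up to 46 microM titration) in DMEM with 1% FBS for 18 hr at 37 degrees C. Beta-arrestin recruitment drove tTA-dependent luciferase, read by luminescence; curves were fitted and classed.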
TSG101-PTAP inh: blocks PTAP binding to human TSG101, validation; Q99816; Fluorescence polarization, FITC-PTAP peptide/Tsg101, 20 min; Potency, µM (top dose mostly 115 µM), for inactives: at the top dose activity change, negative = inhibition, actives largely listed as inhibitors; 44,000 tested, under 10 active; AID 1347069; further: potency means the concentration at half of the fitted maximal effect; 0% is about no effect
Target sequence (Q99816 whole entry, looked up): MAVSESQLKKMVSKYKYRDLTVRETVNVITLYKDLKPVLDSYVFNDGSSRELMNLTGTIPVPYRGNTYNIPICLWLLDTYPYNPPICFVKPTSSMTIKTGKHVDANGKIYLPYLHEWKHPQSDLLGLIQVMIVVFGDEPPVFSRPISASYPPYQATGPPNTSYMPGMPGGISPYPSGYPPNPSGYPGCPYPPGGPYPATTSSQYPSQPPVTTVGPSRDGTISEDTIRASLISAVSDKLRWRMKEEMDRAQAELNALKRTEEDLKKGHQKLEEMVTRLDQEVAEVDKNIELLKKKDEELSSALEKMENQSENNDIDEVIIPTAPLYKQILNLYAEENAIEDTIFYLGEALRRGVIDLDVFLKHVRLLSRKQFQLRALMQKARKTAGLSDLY
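The Tsg101 binding domain, at 10 uM final, is mixed with compound and a FITC peptide bearing the PTAP motif (50 nM final). After 20 min at r.t., polarization is measured; actives defined by CRC class, efficacy cut-off 60% inhibition.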
Numbers without * were called inactive; ? = inconclusive; [ ] = dose if it differs, or a comment. The call rests on the fitted dose curve; in most records, active means well fitted curve in the direction sought with a large enough effect; inconclusive means small, poorly fitted or top-dose-only effect, or another doubt; inactive means no such curve, though single readings can be large; an effect the other way counts as inactive or inconclusive. The list is partial; the hit share may differ from the screen's.

SMILES	NTMT1 inhibitor	p53null 39C tox	p53null 32C tox	GALK inh	FH mod	B2AR arrestin ag	TSG101-PTAP inh
CCN(Cc1ccccc1)C(=O)CN1C(=O)COc2ccc(S(=O)(=O)N3CCOCC3)cc21	12%	?	2%	3%	-4%	0%	0%
CC(C)c1nc2ccc(C(=O)NCCCN3CCN(c4ccc(F)cc4)CC3)cc2o1	-1%	-2%	0%	0%	-10%	-1%	-3%
O=C(Nc1cccc(C(=O)N2CCN(c3ccccc3F)CC2)c1)c1nsc2ccccc12	-2%	5%	-14%	0%	-18%	0%	-2%
CCOCCCNC(=O)C(c1ccccc1)N1Cc2ccccc2C1=O (stereo unspecified)	3%	-10%	-8%	2%	3%	-1%	3%
CCc1ccc(NC(=O)CCc2c(C)nc3nc(-c4cc(OC)cc(OC)c4)nn3c2C)cc1	8%	-10%	3%	1%	-5%	1%	-5%
CC(C)Oc1ccc(CNC(=O)c2sc3ncccc3c2-n2cccc2)cc1	15%	3%	28%	-1%	-21%	1%	-1%
CCOc1ccccc1-c1noc(CCCC(=O)Nc2cccc(C(F)(F)F)c2)n1	13%	1%	-5%	4%	?	-2%	-1%
CC(=O)c1cccc(NC(=O)Cn2nc(C)n3cccc3c2=O)c1	11%	-2%	-2%	0%	-3%	-2%	6%
CCOc1ccc(OCC)c(NC(=O)C2CCCN(S(=O)(=O)c3ccc4c(c3)oc(=O)n4C)C2)c1 (stereo unspecified)	13%	-22%	-2%	5%	-28%	1%	1%
O=C(CSc1nc2ccsc2c(=O)n1Cc1ccc(F)cc1)NCc1ccc(Cl)cc1	3%	6%	-10%	2%	9%	-1%	-2%
CC1N=C2c3ccccc3N=C(SCC(=O)NCc3ccc(Cl)cc3)N2C1=O (stereo unspecified)	-21%	-5%	5%	-1%	-7%	-1%	-10%
CC(=O)c1ccc(NC(=O)c2noc3c2CSc2ccccc2-3)cc1	17%	-2%	-3%	2%	10%	-3%	-3%
COC(=O)c1c(Oc2ccc(C(C)=O)cc2)nnc(-c2ccccc2)c1-c1ccccc1	1%	12%	7%	1%	-25%	0%	-6%
CCOc1ccc(-c2nnc(SCC(=O)NC3CCCC3)nc2-c2ccc(OCC)c(OC)c2)cc1OC	21%	5%	1%	0%	-2%	-2%	1%
O=C(Cn1ncc2ccc(Cl)cc21)NCc1ccc(F)cc1	?	1%	4%	3%	-17%	-3%	2%
CCn1c2c(c(=O)n3ncc(C(=O)Nc4ccc(F)c(Cl)c4)c13)CN(Cc1ccc(OC)cc1)CC2	5%	31%[activator]	6%	-3%	-36%	1%	8%
CC1CCc2onc(C(=O)N3CCN(c4ccc(Cl)cc4)CC3)c2C1 (stereo unspecified)	9%	-10%	-4%	2%	-12%	-1%	3%
Cc1cccc(OCC(=O)Nc2ccc3c(c2)nc(CN2CCCCC2)n3C)c1	-7%	-4%	-4%	5%	-13%	-1%	1%
CCOC(=O)c1[nH]c(C)c(CCC(=O)NCc2cccc(C)c2)c1C	-3%	-21%	3%	-1%	?	-1%	-1%
CCc1ccccc1-n1c2c(cc(-c3nc(-c4ccc(Cl)cc4)cs3)c1=O)C(=O)CC(C)(C)C2	0%	-9%	4%	0%	-8%	1%	-3%
Cc1ccc(NS(=O)(=O)c2ccc(-n3cccn3)cc2)cc1Cl	1%	0%	10%	1%	-9%	0%	1%
CCc1ccc(CNC(=O)C(CC)n2nc(C)c3c(C)n(-c4ccccc4)nc3c2=O)cc1 (stereo unspecified)	-10%	?	39%[activator]	6%	-29%	1%	3%
O=c1c2oc3ccccc3c2n(Cc2ccccc2)c(=O)n1Cc1ccco1	89µM*	-10%	1%	3%	-17%	-1%	4%
CCOc1ccc(-c2cc3c(=O)n(Cc4nc(-c5cccc(OC)c5OC)oc4C)ccn3n2)cc1Cl	16%	-12%	8%	0%	-1%	-2%	-1%
O=C(CSc1ccccc1)NCc1ccc2c(c1)CCN2C(=O)c1ccc(F)cc1	5%	4%	-8%	-2%	-4%	-2%	-3%
CC(C)Cn1c(-c2ccc(S(=O)(=O)N3CCOCC3)cc2)csc1=Nc1cc(Cl)ccc1Cl	7%	4%	7%	0%	-12%	0%	-1%
COc1cccc(C(=O)N(Cc2nc(-c3ccc(Cl)cc3)no2)C(C)C)c1OC	6%	-9%	3%	0%	-9%	0%	1%
CCC1CN(C(=O)N2CCC(C(=O)NCCN(CC)CC)CC2)c2cc(C)ccc2O1 (stereo unspecified)	8%	0%	21%	2%	1%	3%	-2%
COc1ccc(CNC(=O)C2=C(C)C(=O)OC23CCCCC3)cc1	-2%	31%[activator]	-1%	0%	-2%	0%	1%
O=C(COCc1cc(-c2cccs2)on1)N1CCN(c2cccc(Cl)c2)CC1	-4%	-28%	8%	0%	-16%	0%	2%

4 compounds already listed, ordered by SMILES length, high to low.
SMILES	NTMT1 inhibitor	p53null 39C tox	p53null 32C tox	GALK inh	FH mod	B2AR arrestin ag	TSG101-PTAP inh
CCc1ccc(CNC(=O)C(CC)n2nc(C)c3c(C)n(-c4ccccc4)nc3c2=O)cc1 (stereo unspecified)	-10%	?	39%[activator]	6%	-29%	1%	3%
Cc1cccc(OCC(=O)Nc2ccc3c(c2)nc(CN2CCCCC2)n3C)c1	-7%	-4%	-4%	5%	-13%	-1%	1%
O=c1c2oc3ccccc3c2n(Cc2ccccc2)c(=O)n1Cc1ccco1	89µM*	-10%	1%	3%	-17%	-1%	4%
Cc1ccc(NS(=O)(=O)c2ccc(-n3cccn3)cc2)cc1Cl	1%	0%	10%	1%	-9%	0%	1%

Next part:
SMILES	NTMT1 inhibitor	p53null 39C tox	p53null 32C tox	GALK inh	FH mod	B2AR arrestin ag	TSG101-PTAP inh
CCn1cc(C(=O)N2CCN(c3ccccc3OC)CC2)c(=O)c2cc(S(=O)(=O)N3CCCCC3)ccc21	-5%	12%	0%	3%	-19%	3%	-7%
Cc1sc2c(c1C)c(=O)n(CCc1ccccc1)c(=O)n2Cc1cccc(F)c1	-2%	-10%	8%	0%	?	0%	-3%
CCCCCSc1ncnc2c1sc1nc(N3CCOCC3)c3c(c12)CCCC3	17%	-18%	-2%	2%	-14%	1%	-4%
COCCCNC(=O)C1CCN(Cc2nc(-c3ccc(OC)c(OC)c3)oc2C)CC1	2%	-14%	-2%	-15%	-2%	-2%	1%
COc1ccc(OC)c(S(=O)(=O)N2CC=C(c3c(C)n(CC(=O)N4CCCC4)c4ccccc34)CC2)c1	0%	8%	?	4%	-4%	1%	8%
O=C(CSc1nc2c([nH]c3ccccc32)c(=O)n1-c1ccc(F)cc1)N1CCCc2ccccc21	?	6%	-3%	2%	1%	0%	-4%
COc1ccccc1-n1c(/C=C/c2c(C)n(C)c3ccccc23)nc2ccccc2c1=O	?	-15%	4%	-4%	-1%	0%	-16%
Cc1oc(-c2ccc(C(=O)NCc3ccccc3)cc2)nc1CN1CCc2ccccc21	4%	1%	20%	1%	?	0%	1%
COCCCNC(=O)c1nn(-c2ccc(C)cc2)nc1CO	-4%	-1%	-10%	1%	-1%	-2%	-7%
CCOC(=O)c1ccc2c(c1)N(CC(=O)Nc1ccc(C)cc1C)C(=O)c1ccccc1S2	1%	-14%	5%	3%	-13%	0%	10%
Cc1cc(Nc2ccc(F)cc2F)nc(-n2nc(C)cc2C)n1	0%	1%	-5%	-8%	18%	1%	-5%
Cc1cccc(-c2nn3c(=O)cc(CN4CCN(C(=O)c5ccccc5Br)CC4)nc3s2)c1	4%	-9%	0%	0%	-15%	0%	-1%
CNc1ccc(-c2nc(-c3ccncc3)no2)cc1[N+](=O)[O-]	3%	0%	7%	2%	-20%	0%	0%
CCn1cc(C(=O)N2CCN(c3ccc(C(C)=O)cc3)CC2)c2cc(OC)c(OC)cc2c1=O	2%	7%	2%	2%	0%	-2%	-5%
CCc1nn(CC(=O)NCCCN(CC)CC)c(=O)c2cc3occc3n12	3%	-13%	0%	4%	-9%	-4%	0%
Cc1ccc(NC(=O)Cn2nnnc2-c2ccccc2N)cc1	5%	-15%	3%	?	1%	0%	4%
O=C(Cn1nc(C(F)(F)F)c2c1CCCC2)Nc1cccc(Cl)c1	5%	?	11%	1%	?	-2%	1%
CCOC(=O)c1cc(-c2ccccc2)n(CC(=O)NCc2ccc(C)cc2)c1C	-16%	8%	-1%	-1%	0%	1%	-1%
CN1C(=O)c2ccccc2Sc2ccc(NC(=O)NCc3ccccc3Br)cc21	-1%	0%	1%	4%	?	-2%	-6%
CCOc1ccc(/C=C(\C#N)c2nc3ccccc3c(=O)[nH]2)cc1OC	25%	-15%	-3%	0%	-13%	0%	2%
Cc1ccc(C)n1-c1nnc(N2CCCC(C(=O)NCc3cccc(F)c3)C2)s1 (stereo unspecified)	-2%	-3%	-6%	-2%	0%	-1%	-1%
CCN(CC)S(=O)(=O)c1ccc2c(c1)N(CC(=O)N1CCN(c3cccc(C(F)(F)F)c3)CC1)C(=O)CO2	15%	9%	8%	-1%	-14%	-2%	-3%
COC(=O)c1c(-c2cccs2)csc1NC(=O)c1cc(OC)c(OC)c(OC)c1	?	-4%	-6%	-11%	3%	-1%	1%
Cn1c(=O)c2c(SCC(=O)N3CCc4ccccc43)nc(-c3ccc(Cl)cc3)nc2n(C)c1=O	24%	24%	2%	0%	-11%	-1%	9%
O=C(c1ccccc1F)N1c2nc(-c3ccco3)nn2C2(CCCCC2)[C@@H]2CCCC[C@@H]21	50µM*	10%	-1%	-5%	-17%	-2%	21%
CCN(C(=O)CCn1cnc2onc(-c3ccc(F)cc3)c2c1=O)c1ccc(OC)cc1	-1%	16%	28%	4%	-28%	0%	-6%
Cc1cccc(-c2nc(SCC(=O)Nc3cccc(C(F)(F)F)c3)n3[nH]c(=O)cc3n2)c1	?	7%	12%	-4%	?	0%	-1%
COc1ccc(S(=O)(=O)N2CCC(C(=O)Nc3ccc(Oc4ccccc4)cc3)CC2)cc1OC	-2%	8%	-8%	0%	-6%	-1%	-2%
COC(=O)c1ccc(C2c3c(oc4cc(C)c(C)cc4c3=O)C(=O)N2c2ccccn2)cc1 (stereo unspecified)	9%	-13%	-10%	3%	1%	0%	2%
CCCCn1c(CNC(=O)c2ccc(OC)cc2)nnc1SCC(=O)Nc1ccccc1	?	-14%	-1%	-1%	-25%	1%	1%
CCOc1ccc(CCNC(=O)CN2C(=O)COc3ccc(S(=O)(=O)N4CCCCCC4)cc32)cc1	3%	-9%	6%	8%	-21%	1%	0%
Cc1cc(-c2ccccc2)n2nc(-c3cccc(Br)c3)cc2n1	-10%	5%	-13%	-14%	-7%	1%	2%
COc1cccc(-n2c(=O)c3c(C)c(C)sc3n(CC(=O)NCCc3ccc(OC)c(OC)c3)c2=O)c1	-10%	-27%	13%	5%	4%	-2%	-2%
COc1ccc(C(=O)Nc2ccc(N3CCOCC3)c(C(F)(F)F)c2)cc1OC	-30%	?	?	0%	?	0%	-8%
